From PubChem
PKM2 activator = increases activity of human pyruvate kinase M2 | P14618 | purified PKM2, Kinase-Glo ATP luminescence, activation; response scale: 0% is enzyme alone, no compound | Potency, µM (titrated, usually from 57.5 µM), for the others: at the top dose activation, usual class: activators | actives 0.34% (n = 260,000) | AID 1631; note: potency is the fitted concentration of half-maximal effect; nearly all actives have a fitted effect of over 55% in size
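Kinase-Glo luminescence reports ATP generated from ADP (0.1 mM) and PEP (0.5 mM) by purified hPK-M2 after 1 h at room temperature, pH 7.2 imidazole buffer; intermediate enzyme activity allows detecting inhibitors and activators.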
USP2a block = USP2a (human) protease inhibition; USP2 core, Ub-CHOP2 coupled fluorogenic reporter, 485/531; actives 0.01% (n = 330,000); Potency, µM (titrated, usually from 38.3 µM), inactives show at the highest dose activity change, negative = inhibition, usual class: inhibitors; O75604;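 note: potency is the fitted concentration of half-maximal effect; plate controls were DMSO wells for no effect and full inhibition by NEM control for full effect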
Target sequence (O75604 whole entry, looked up): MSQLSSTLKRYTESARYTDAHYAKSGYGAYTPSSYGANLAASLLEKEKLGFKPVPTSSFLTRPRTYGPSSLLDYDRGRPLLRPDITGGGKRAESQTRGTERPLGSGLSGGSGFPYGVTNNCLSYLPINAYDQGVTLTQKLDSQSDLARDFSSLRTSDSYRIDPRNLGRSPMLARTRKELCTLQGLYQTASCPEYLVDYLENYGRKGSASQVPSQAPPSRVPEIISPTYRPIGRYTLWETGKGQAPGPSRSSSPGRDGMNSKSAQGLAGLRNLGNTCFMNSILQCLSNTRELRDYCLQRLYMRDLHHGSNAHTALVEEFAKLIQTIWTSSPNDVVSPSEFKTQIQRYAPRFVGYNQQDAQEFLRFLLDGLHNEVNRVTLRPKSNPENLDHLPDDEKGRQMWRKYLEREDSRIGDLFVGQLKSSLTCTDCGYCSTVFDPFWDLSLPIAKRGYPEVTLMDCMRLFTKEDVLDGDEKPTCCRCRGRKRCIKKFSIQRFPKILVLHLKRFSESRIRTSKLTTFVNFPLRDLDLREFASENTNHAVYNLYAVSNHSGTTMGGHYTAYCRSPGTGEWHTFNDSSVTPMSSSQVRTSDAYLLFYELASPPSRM
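Cell-free coupled assay: 10nM USP2 core preincubated 30min RT with compound in Tris-HCl pH 8.0/CaCl2/CHAPS buffer, then 25nM Ub-CHOP2 and 25nM reporter substrate; fluorescence (Ex 485/Em 531) read after 60min RT, normalized to NEM inhibition, concentration-response curves fitted.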
Giardia killer = kills Giardia lamblia; actives 0.15% (n = 340,000); Giardia lamblia trophozoite viability; activity change, % at 7.66 µM, hits read low; in the data active = activity change below about -80%; inconclusive = between about -30% and that limit;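 note: parasites exposed to compound for two days anaerobically before the ATP read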
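Luminescence from cellular ATP indicates surviving trophozoites (100 cells/well) following 48 hrs anaerobic compound treatment at 37 deg C; signal develops 15-30 min at room temperature.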
KCNH2 WT inh = inhibitors of human wildtype KCNH2 potassium channel | Q12809 | actives 0.37% (n = 340,000) | activity change, % at 1.84 µM | U2OS, BacMam KCNH2, thallium flux FluxOr; active compounds read low | AID 720551;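 active = maximum activity change below -70%; inconclusive = maximum activity change between -70% and -50%; inactive = maximum activity change above -50%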
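U2OS cells were transduced with wild-type KCNH2 virus (2.03 x 10^8 / mL) for 4 h at room temperature, then cultured overnight at 37 C. Thallium flux was read with FluxOr dye. Rate constants were normalized to DMSO controls.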
KCNH2 3.1 inh = KCNH2 3.1 (human) potassium channel inhibition; U2OS KCNH2 3.1, thallium flux FluxOr; active compounds read low; activity change, % (tested at about 1.8 µM); actives 0.95% (n = 340,000); AID 720553;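 active = maximum activity change below -70%; inconclusive = maximum activity change from -70% to -50%; inactive = maximum activity change above -50%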;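 note: thallium influx rate constant from kinetic fluorescence after stimulation buffer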
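Virally transduced U2OS (3.1 isoform, 4 h infection in dark at RT) → overnight 37 C → FluxOr + Red40 in HBSS/HEPES, 45 min → stimulation buffer, 2 min kinetic read → rate constant vs DMSO controls.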
Coupling enz = counter-screen for Giardia aldolase inhibitors: coupling enzyme system. activity change, negative = inhibition, % at 58.2 µM, hits read low. coupling enzyme system counterscreen, AmpLite Red fluorescence. actives 0.67% (n = 290,000); in the data active = activity change below about -30%
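Final compound at 57.5 uM, incubated 10 min at RT with coupling enzyme reagent (glyceraldehyde-3-phosphate), then 20 min with substrate and AmpLite Red detection. Fluorescence read at 525/598 nm; tests interference with the coupling assay, not aldolase inhibition.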
uPA generation = cell surface uPA generation inhibition | actives 0.31% (n = 330,000) | Potency, µM (series often up to 38.3 µM), for inactives: at the highest dose activity change, negative = inhibition, actives largely listed as inhibitors | cell surface uPA generation assay, qHTS; active = well fitted inhibition curve with a large enough effect; inconclusive = small, poorly fitted or top-dose-only effect; inactive = no such curve, though single readings can be large or run the other way; tested in mouse RAW 264.7 cells; note: potency is the fitted concentration of half-maximal effect; nearly all actives have a fitted effect of over 55% in size
GALK inh = galactokinase (human) inhibition; actives 0.007% (n = 270,000); Potency, µM (series often up to 57.5 µM), for inactives: at the top dose activity change, negative = inhibition, actives largely listed as inhibitors; Purified GALK, Kinase-Glo residual ATP luminescence; note: potency is the fitted concentration of half-maximal effect
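The enzyme phosphorylates galactose (100 uM) using ATP (35 uM); inhibition is detected as higher residual ATP, quantified by bioluminescence after 1 h reaction at room temperature, pH 8.0.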
Chronic BCR inh = blocks chronic active B-cell receptor signaling; ABC-DLBCL IkBa-CBG/CBR reporter, luminescence ratio, 4 h; Potency, µM (titrated, usually from 46.1 µM), inactives show at the top dose ratio change, negative = lower green/red ratio, usual class: inhibitors; actives 0.05% (n = 340,000); AID 493014; active = well fitted inhibition curve with a large enough effect in the signal ratio, with a control signal flat, not every such curve was filed as active; inconclusive = small, poorly fitted or top-dose-only effect, or effect the other way, or a change in a side signal; the % refers to the signal ratio;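 note: potency is the fitted concentration of half-maximal effect; plate controls were basal doxycycline-induced cells for no effect and cells given 10 µM MG132 for full effect; MG132 reads +100%, hits lower the ratio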
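TMD8 human ABC-DLBCL cells with doxycycline-inducible IκBα–green luciferase fusion and unfused red luciferase, in 0.5% FBS medium; compounds up to 46 uM, 4 h at 37C. Green/red luminescence ratio, filter-overlap corrected, fitted to concentration-response curves.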
B2AR arrestin = agonists driving beta-arrestin recruitment to human beta2-adrenergic receptor; beta-arrestin recruitment to beta2AR, cell-based reporter; Potency, µM (series often up to 46.1 µM), for inactives: at the top dose activation, usual class: activators; actives 0.02% (n = 330,000);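 note: potency is the fitted concentration of half-maximal effect; 0% = DMSO controls and full agonism = EC100 isoproterenol or metaproterenol; nearly all actives have a fitted effect of over 65% in size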
Target sequence (P07550 whole entry, looked up): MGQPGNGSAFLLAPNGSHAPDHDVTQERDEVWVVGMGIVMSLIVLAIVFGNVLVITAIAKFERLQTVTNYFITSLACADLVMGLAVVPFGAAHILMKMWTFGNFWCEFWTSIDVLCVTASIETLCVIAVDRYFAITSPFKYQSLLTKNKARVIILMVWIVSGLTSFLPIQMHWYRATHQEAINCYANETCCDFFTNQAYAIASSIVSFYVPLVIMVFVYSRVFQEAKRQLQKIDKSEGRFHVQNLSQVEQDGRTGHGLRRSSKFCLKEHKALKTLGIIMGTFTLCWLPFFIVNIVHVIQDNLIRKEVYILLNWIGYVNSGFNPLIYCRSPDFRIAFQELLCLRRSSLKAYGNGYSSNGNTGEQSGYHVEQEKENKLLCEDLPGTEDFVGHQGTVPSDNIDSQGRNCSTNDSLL
Eya2 phos inh = Eya2 (human) phosphatase inhibition. AID 488837. Potency, µM (titrated, usually from 76.9 µM), for inactives: at the top dose activity, negative = inhibition, most hits filed as inhibitors. O00167. recombinant Eya2, OMFP fluorescence dephosphorylation (OMFP is methylfluorescein phosphate). actives 0.006% (n = 330,000); note: potency is the fitted concentration of half-maximal effect
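Eya2 (0.2 uM) preincubated 10 min at ambient with compound, then OMFP substrate added at 50 uM; 10 min reaction in 50 mM HEPES pH 7.5, 50 mM NaCl, 5 uM MgCl2, 0.05% BSA, 1 mM DTT. Fluorescence read at Ex 485/Em 525 nm.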
An asterisk follows results filed as active; ? = inconclusive; / = not tested or not shown. Unless noted, calls come from the whole dose curve; as a rule, active = well fitted curve in the direction sought with a large enough effect; inconclusive = small, poorly fitted or top-dose-only effect, or another doubt; inactive = no such curve, though single readings can be large; an effect the other way counts as inactive or inconclusive. Unless noted, % is set by controls: 0 for no effect and ±100 for the full control effect.

SMILES	PKM2 activator	USP2a block	Giardia killer	KCNH2 WT inh	KCNH2 3.1 inh	Coupling enz	uPA generation	GALK inh	Chronic BCR inh	B2AR arrestin	Eya2 phos inh
Cc1ccc(C)c(S(=O)(=O)NC(C)C(=O)Nc2ccc(-c3nc4ccccc4s3)cc2)c1 (configuration not stated)	-4.5%	4.7%	-15.3	0.6	21.6	0.8	-1.0%	-3.3%	9.3%	-0.7%	-6.3%
CC1CCc2c(sc(NC(=O)CN3CCN(C(=O)c4ccco4)CC3)c2C#N)C1 (configuration not stated)	-1.8%	-1.6%	-9.1	10.4	1.5	1.8	6.0%	3.1%	?	-0.1%	4.8%
COc1cccc(NC(=O)CN(C)C(=O)c2ccc(-n3cncn3)c([N+](=O)[O-])c2)c1	/	-0.4%	-2.7	3.8	-10.3	/	-4.4%	/	-0.4%	0.0%	-0.5%
O=C(NCc1ccccn1)C1CCN(Cc2cnn(-c3ccccc3)c2-n2cccc2)CC1	11.3%	0.5%	-10.0	-0.8	-9.4	-3.3	1.1%	-0.4%	?	0.0%	20.5%
CS(=O)(=O)N1CCN(c2ccccc2NC(=O)c2ccc3ccccc3c2)CC1	6.5%	-0.5%	-6.1	-9.0	-5.0	-1.4	1.8%	1.1%	0.0%	-0.5%	-1.7%
Cc1nc(NC(=O)c2ccncc2)sc1C(=O)N(C)C	-0.8%	1.0%	-10.8	-6.2	-30.2	0.1	4.0%	-2.3%	0.1%	0.5%	10.5%
CN(C)/C=N/NC(=O)c1ccccc1Cl	-4.9%	4.5%	-5.7	0.6	25.5	4.7	11.1%	0.6%	?	-0.2%	1.9%
CC(=O)C(Cc1ccccc1)(Cc1ccccc1)C(C)=O	-0.5%	-0.5%	23.0	-11.1	7.9	-0.6	-1.2%	-0.9%	0.8%	0.0%	9.6%
c1cc(CNc2ccc3c(c2)OCCO3)ccn1	-2.5%	1.5%	-1.9	-1.4	/	-6.7	-4.5%	-0.4%	3.9%	0.0%	-27.1%
Cc1cccc(N(CC(N)=O)S(C)(=O)=O)c1C	-1.2%	-4.6%	-14.6	-0.3	15.7	-0.1	-2.1%	0.5%	-5.1%	7.5%	-14.9%
C=CCNC(=O)c1cc(-c2ccccc2O)on1	3.8%	0.4%	24.3	11.8	1.3	-0.9	-5.7%	-0.6%	?	-0.3%	-15.1%
CCN(c1ccccc1)S(=O)(=O)c1ccc(NC(=S)NC(=O)c2cccs2)cc1	-3.6%	-5.2%	-8.2	3.6	-3.8	1.3	-3.6%	3.7%	1.8%	0.1%	20.1%

Structures shown so far that contain a thiophene ring, fused or not:
SMILES	PKM2 activator	USP2a block	Giardia killer	KCNH2 WT inh	KCNH2 3.1 inh	Coupling enz	uPA generation	GALK inh	Chronic BCR inh	B2AR arrestin	Eya2 phos inh
CC1CCc2c(sc(NC(=O)CN3CCN(C(=O)c4ccco4)CC3)c2C#N)C1 (configuration not stated)	-1.8%	-1.6%	-9.1	10.4	1.5	1.8	6.0%	3.1%	?	-0.1%	4.8%
CCN(c1ccccc1)S(=O)(=O)c1ccc(NC(=S)NC(=O)c2cccs2)cc1	-3.6%	-5.2%	-8.2	3.6	-3.8	1.3	-3.6%	3.7%	1.8%	0.1%	20.1%

(cont.)
SMILES	PKM2 activator	USP2a block	Giardia killer	KCNH2 WT inh	KCNH2 3.1 inh	Coupling enz	uPA generation	GALK inh	Chronic BCR inh	B2AR arrestin	Eya2 phos inh
COc1ccc(NC(=O)c2ccc(S(=O)(=O)C(F)F)cc2)c(OC)c1	-10.9%	3.0%	-5.7	7.5	8.4	-1.7	16.2%	1.1%	0.2%	-0.1%	2.9%
Cc1ccc(NC(=O)Nc2cccnc2)cc1Cl	/	-0.9%	-5.5	9.3	-4.7	-0.2	-1.2%	0.9%	4.5%	-0.5%	3.3%
Cc1ccc(C(=O)NCC(=O)OCC(=O)Nc2ccc(Cl)cn2)cc1	/	-1.3%	-16.8	-1.1	-20.2	/	?	/	-0.8%	-0.4%	3.8%
Cc1ccc(OCC(=O)Nc2ccc(N3CCN(C(=O)c4ccco4)CC3)cc2)c(C)c1	-0.4%	-6.3%	7.3	-2.8	-4.2	-0.7	-16.0%	-1.1%	?	0.5%	-0.9%
CCOc1nc(NCCc2ccc(OC)c(OC)c2)nc(N2CCN(c3ccc(OC)cc3)CC2)n1	-0.6%	3.9%	6.9	-4.4	/	-2.0	3.6%	-2.6%	-12.0%	-0.3%	18.4%
Cc1ccc(-c2c3c(=O)n(C)c(=O)n(C)c3cn2Cc2ccccn2)cc1	-1.8%	-1.2%	-6.6	-5.1	5.4	-3.9	4.2%	-4.0%	-23.7%	-0.2%	16.6%
COCCCNC1CS(=O)(=O)CC1O (configuration not stated)	0.7%	9.0%	-4.6	-0.7	18.5	-1.0	0.5%	0.7%	4.8%	-0.3%	8.8%
CCOC(=O)/C(C#N)=C/c1c(Oc2cccc(C)c2)nc2c(C)cccn2c1=O	-15.5%	7.4%	-1.7	-11.7	8.0	6.6	3.0%	2.4%	-0.7%	-3.9%	13.2%
COc1ccc(CN(C)S(=O)(=O)c2nnc(NC(=O)c3cccc(F)c3)s2)cc1	/	-4.3%	8.6	-3.2	6.5	-10.8	-0.9%	4.8%	?	0.0%	11.7%
CC(=O)Nc1ccc(NC(=O)CSc2nccn2Cc2ccco2)cc1	-0.9%	5.3%	12.0	2.2	3.8	/	7.8%	0.0%	0.0%	-0.6%	-1.1%
CCCOc1ccc(C(=O)NCCC(=O)NCCCC(=O)O)cc1	1.9%	1.8%	0.4	-10.4	-9.0	2.4	-2.3%	0.0%	?	-0.3%	0.4%
COc1ccc(C(=O)c2coc3c2C(=O)C(=O)c2ccccc2-3)cc1	-2.4%	-0.3%	4.0	2.9	-6.2	-74.6*	-4.6%	6.0%	?	7.9%	5.2%
COCc1nc(-c2ccc(-c3ccccc3)nc2OC)no1	3.3%	-2.4%	-5.6	1.4	-11.7	-2.6	-0.7%	-3.8%	-7.4%	0.4%	-7.2%
COc1ccc(/C=C/C(=O)c2ccc[nH]2)c(OC)c1OC	9.4%	-3.7%	4.7	-1.2	-7.4	-0.4	-8.7%	0.7%	-24.9%	0.5%	-14.6%
Cc1ccc2c(c1)NC(=O)C(CC(=O)NCCCN1CCCC1=O)O2 (configuration not stated)	2.6%	-1.7%	25.4	-1.8	8.9	2.4	0.5%	2.6%	18.2%	0.0%	16.7%
COc1ccc(C2/C(=C(/O)c3ccc(C)cc3)C(=O)C(=O)N2CC2CCCO2)cc1OC (configuration not stated)	-1.4%	3.1%	4.5	-12.9	1.8	-4.2	2.1%	3.9%	5.3%	0.2%	7.5%
CCCCn1c(N)c(N(Cc2ccccc2OC)C(=O)C(C)Oc2ccc(F)cc2)c(=O)[nH]c1=O (configuration not stated)	/	3.0%	-2.5	-2.2	-3.3	/	1.1%	/	0.7%	-0.3%	-26.2%
C=CCn1c(C)cc(C(=O)COC(=O)C2CC(=O)N(Cc3ccccc3)C2)c1C (configuration not stated)	1.8%	1.7%	-15.3	-6.6	9.0	2.1	2.8%	7.3%	3.8%	-1.0%	-1.2%
Cc1cc(C)cc(C(=O)NC(CC(N)=O)c2ccc(NC3CCCCC3)c([N+](=O)[O-])c2)c1 (configuration not stated)	0.0%	-1.0%	-4.1	31.4	-9.7	1.0	-1.2%	7.3%	-1.1%	0.1%	5.0%
O=C(CCn1nnc2ccccc2c1=O)N[C@@H](Cc1ccccc1)C(=O)O	0.1%	2.5%	-15.8	-21.1	3.5	-1.7	-1.7%	2.3%	4.2%	-1.6%	18.6%
COc1ccccc1/C=N/NC(=O)c1csc(C)c1C	4.9%	3.9%	-20.6	-0.1	/	1.1	1.4%	2.0%	?	-1.4%	-13.5%
c1ccc(C2=Nn3c(nnc3-c3ccncc3)SC2)cc1	-0.8%	2.3%	4.6	4.3	3.2	4.0	21.8%	0.4%	?	0.2%	17.9%
O=C(Nc1ncccc1Cl)c1ccc2c(c1)OCCO2	-25.0%	4.6%	-9.3	3.2	2.2	-0.3	-6.0%	7.2%	?	-0.1%	2.3%
COc1ccc(N2C(=O)CC(N3CCCC4CCCCC43)C2=O)cc1 (configuration not stated)	0.5%	0.4%	14.6	7.2	11.9	0.9	-3.8%	-3.3%	-0.3%	0.0%	0.5%
Cc1cc(C)c2c(NC(=S)NC(=O)c3ccccc3)nn(C)c2n1	5.5%	0.1%	-2.9	-6.2	2.5	1.5	1.7%	-0.9%	?	?	0.5%
COc1cccc(-c2nc(CS(=O)(=O)CC(=O)NCCCN3CCc4ccccc4C3)c(C)o2)c1	-4.0%	-0.4%	-11.0	-1.6	-9.9	/	0.7%	0.2%	-2.3%	-0.2%	-21.3%
CC1CN(C(=O)Nc2ccccc2)c2ccccc2-[n+]2ccsc21 (configuration not stated)	3.2%	3.3%	-12.1	-10.2	2.9	2.6	-7.7%	0.3%	-4.1%	2.4%	0.0%
